Compound activity from PubChem.
Lipid storage S3 – qHTS Assay for Lipid Storage Modulators in Drosophila S3 Cells; Potency in µM for hits, for the others lipid storage change, negative = inhibition, % at the top dose, mostly 46.1 µM; hit rate 0.64% among 320,000; Drosophila S3 cells, BODIPY lipid droplet fluorescence, 18-24 h; cells fed with added oleic acid; active = well fitted inhibition curve with a large enough effect in the signal ratio, with a control signal flat, not every such curve was filed as active; inconclusive = small, poorly fitted or top-dose-only effect, or effect the other way, or a change in a side signal; the % refers to the signal ratio
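Laser-scanning cytometry quantifies lipid droplet accumulation (500–530 nm total intensity; droplet/cell object ratio) in oleic acid-fed (400 uM added) Drosophila S3 cells treated with a concentration series. 20 uM Triacsin C defined 100% inhibition.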
Lipid storage S3 cell count max – second read-out of Lipid storage S3, no call of its own (marks repeat the call); cell number change, %; measured here: cell count max response;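 cells counted by Cell Tracker Red CMTPX staining in the red channel; peak over a dose series mostly up to 46.1 µM; percent activity relative to internal control wells on each plate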
Numbers without * were called inactive; i = inactive; ? = inconclusive; nt = no result given. % is scaled to controls: 0 for no effect and ±100 for the full control effect; potency is read from the fitted curve at half-maximal effect. These rows are one share of the data; count on the stated rates, not on these rows.

Lipid storage S3 | Lipid storage S3 cell count max | compound
? | nt | Cc1nn(-c2ccccc2)c(N)c1C(O)(CSc1nccn1C)C(F)(F)F (stereo unspecified)
? | nt | CCN(CC(=O)Nc1c(F)cccc1F)C(=O)CCCc1c[nH]c2ccccc12
? | nt | Cc1c(C#N)c(O)[nH]c(=O)c1N=Nc1ccc(S(N)(=O)=O)cc1
-6% | -4 | COc1ccc(CCNC(=O)Cn2cnc3c(nnn3Cc3ccccc3F)c2=O)cc1OC
? | nt | O=C(Cc1ccccc1F)Nc1cccc2cccnc12
2% | -11 | CC(C)N=c1scc(-c2cccs2)n1/N=C/c1ccc(O)c(O)c1O
i | nt | CCNC(=S)N(Cc1ccc2c(c1)OCO2)C1CC(=O)N(c2ccc(OC)cc2)C1=O (stereo unspecified)
? | nt | COc1cc(-c2cc(C(=O)Nc3cccc(C(C)=O)c3)c3ccccc3n2)cc(OC)c1OC
? | nt | Cc1cccc(NC(=O)NC(C)C(c2cccs2)N2CCOCC2)c1 (stereo unspecified)
? | nt | O=C1CCC/C(=N/NC(=O)C2CCN(S(=O)(=O)c3cccs3)CC2)C1
? | nt | COc1ccccc1NC(=O)CSc1ccc(-c2ccc(-n3ccnc3)cc2)nn1
? | nt | O=C(C(Cc1ccccc1)N1C(=O)C2C3C=CC(C3)C2C1=O)N1CCCCC1 (stereo unspecified)
? | nt | CCc1ccc(C(=O)COC(=O)CNC(=O)c2ccc(Br)o2)cc1
14% | -10 | O=C(N/N=C/C=C/c1ccccc1)c1ccncc1
? | nt | COc1ccc(-c2cc3cc(OC)c(OC)cc3c(C)n2)cc1C

3 compounds out of the list above, arranged by the number in Lipid storage S3, descending.
SMILES | Lipid storage S3
O=C(N/N=C/C=C/c1ccccc1)c1ccncc1 | 14%
CC(C)N=c1scc(-c2cccs2)n1/N=C/c1ccc(O)c(O)c1O | 2%
COc1ccc(CCNC(=O)Cn2cnc3c(nnn3Cc3ccccc3F)c2=O)cc1OC | -6%

(more compounds)
Lipid storage S3 | Lipid storage S3 cell count max | compound
29µM* | -23* | Cc1cc(C)nc(OC(C(=O)O)C(OCC(C)C)(c2ccccc2)c2ccccc2)n1 (stereo unspecified)
? | nt | CCN(CC)S(=O)(=O)c1ccc(Cl)c(NC(=O)COC(=O)c2cccn2C)c1
? | nt | CCCC(=O)NC1CCCc2c1cnn2-c1ccc(C)c(C)c1 (stereo unspecified)
? | nt | CCOC(=O)C1CCCCN1C(=O)CCc1c(C)nc2cc(-c3ccccc3)nn2c1C (stereo unspecified)
6% | 17 | CC(c1ccon1)N(C)Cc1cn[nH]c1-c1ccc(F)cc1F (stereo unspecified)
3% | 9 | COc1ccc(-c2[nH]ncc2CN(C)C(C)c2cccs2)c(F)c1 (stereo unspecified)
3% | 0 | CCN(CC)CCC#CC(O)(c1ccccc1)c1ccccc1
i | 13 | CC(=O)c1ccc(NC(=O)c2onc(C)c2Cl)cc1
? | nt | COc1ccc(NC(=O)CN(C)CC(=O)Nc2ccc(Cl)cc2F)cc1
-3% | 0 | CCN(CC)S(=O)(=O)c1ccc(S(=O)(=O)N2CCC(C(=O)NC3CCN(Cc4ccccc4)CC3)CC2)cc1
? | nt | CC(=O)c1cccc(NC(=O)CSc2nc(=O)n(Cc3ccccn3)c3c2CCC3)c1
28% | nt | O=C(NCc1ccccc1)c1ccccc1Br
? | nt | CCOC(=O)c1sc(NC(=O)/C=C/c2cnn(C)c2C)c(C(=O)OCC)c1C
-16% | -1 | Cc1onc(-c2cccc(Cl)c2Cl)c1C(=O)O/N=C(\N)c1ccc([N+](=O)[O-])o1
-5% | -11 | CCC1=NN(C(=O)COc2ccccc2)C(O)(c2ccncc2)C1 (stereo unspecified)

The last three entries of the section above open the next one.
Lipid storage S3 | Lipid storage S3 cell count max | compound
? | nt | CCOC(=O)c1sc(NC(=O)/C=C/c2cnn(C)c2C)c(C(=O)OCC)c1C
-16% | -1 | Cc1onc(-c2cccc(Cl)c2Cl)c1C(=O)O/N=C(\N)c1ccc([N+](=O)[O-])o1
-5% | -11 | CCC1=NN(C(=O)COc2ccccc2)C(O)(c2ccncc2)C1 (stereo unspecified)
? | nt | COc1cccc(NC(=O)CN(Cc2ccccc2)S(C)(=O)=O)c1
? | nt | COC(=O)CN(C(=S)Nc1ccc(F)cc1)C1CC(=O)N(c2ccc(OC)cc2)C1=O (stereo unspecified)
1% | -8 | CC(C)(CN1CCC(Cc2ccccc2)CC1)NS(=O)(=O)c1ccccc1
? | nt | COc1ccc(C(=O)Nc2c(C)ccc3nsnc23)cc1[N+](=O)[O-]
? | nt | CNC(=O)c1csc(-c2ccncc2)n1
i | 17 | CC(C)CCn1c(CN2CCN(Cc3ccccc3)CC2)nc2c1c(=O)[nH]c(=O)n2C
? | nt | Fc1ccc(Nc2nnns2)cc1
? | nt | O=C(COC(=O)c1cccc2ccccc12)Nc1cccnc1Cl
? | nt | Cc1cc(C)nc(/N=C2/NC(=O)CS2)n1
-21% | 1 | NS(=O)(=O)c1ccc(NC(=O)c2ccc(COc3ccccc3)o2)cc1
-19% | 1 | O=C(CCCN1C(=O)c2cccc3cccc(c23)C1=O)NCCN1CCOCC1
? | nt | COc1ccccc1CC(=O)Nc1ccc(S(=O)(=O)N(C)C2CCN(C)CC2)cc1
10% | -1 | CCOC(=O)C1=C(C)NC(C)=C(C(=O)OCCNC(=O)c2cccnc2)C1c1cccc([N+](=O)[O-])c1 (stereo unspecified)
-1% | 4 | CC(C)CC1NC(=O)N(CC(=O)Nc2cc(F)ccc2F)C1=O (stereo unspecified)
? | nt | CCC(CC)C(=O)c1c[nH]c(C(=O)NCCc2ccccn2)c1
? | nt | O=C(COc1coc(CN2CCc3ccccc32)cc1=O)Nc1ccccc1
18% | 13 | Cc1ccc(Cn2cc(SCC(=O)Nc3nccs3)c3ccccc32)cc1
? | nt | CCn1c(N2CCN(C(=O)C34CC5CC(CC(C5)C3)C4)CC2)nc2ccccc21
? | nt | Cc1ccc(CN2CC(C(=O)NCC(=O)Nc3c(C)cccc3C)CC2=O)cc1 (stereo unspecified)
? | nt | O=C(N/N=C/c1c(Cl)cccc1Cl)c1ccc(-n2cnnn2)cc1
10% | -4 | Fc1cnc(N/N=C/c2ccc(-c3ccc(Br)cc3)o2)nc1N1CCOCC1
0% | -4 | O=C(Nc1cccc(C(F)(F)F)c1)c1cccnc1N1CCOCC1
-4% | -4 | CCOc1ccc(S(=O)(=O)N2CCCC(C(=O)NCC3CCCO3)C2)cc1 (stereo unspecified)
19% | 2 | CC(C)c1cc(-c2cc(-c3ccccc3)on2)nc(NC2CCCC2)n1
-10% | 15 | Cc1ccc(C(=O)NCc2ccco2)cc1S(=O)(=O)N1CCCC1
? | nt | N=C1CCCN1CC(=O)c1cccs1
4% | -10 | CCCCN(C(=O)Cn1nnc2ccccc21)C(C(=O)NCCOC)c1cccs1 (stereo unspecified)
? | nt | COC(=O)c1ccc(NC(=O)COC(=O)C2=NN(c3ccccc3)C(=O)CC2)cc1
9% | 2 | COC(=O)c1ccc(NC(=O)COc2ccc([N+](=O)[O-])cc2)cc1
i | -14 | CCn1cc(S(=O)(=O)N2CCCC2)cn1
? | nt | CCOCCCNC(=O)C(NC(=O)c1cnccn1)c1ccc(C)cc1 (stereo unspecified)
? | nt | CCOC(=O)/C(=N\Nc1ccc(OC)cc1)c1csc(Nc2ccccc2)n1
i | nt | COc1ccccc1CNC(=O)C1Cc2cc(S(=O)(=O)N3CCCC3)ccc2N1C(C)=O (stereo unspecified)
i | -3 | CCCNC(=O)NNC(=O)c1cc(-c2ccc3c(c2)OCO3)nc2ccccc12
? | nt | CN1C(=O)c2cccc(NC(=O)Cc3ccccc3)c2C1=O
? | nt | O=C(Nc1ccc(Br)cc1)c1csc(-c2ccncc2)n1
? | nt | Cc1nc(Oc2ccccc2)c2oc3ccccc3c2n1
? | nt | CCN(CC(=O)Nc1ccc(OC)cc1)CC(=O)Nc1sc2c(c1C(=O)OC)CCCC2
12% | -10 | CCc1ccc2c(c1)c(N=NC1=NC(=O)CS1)c(O)n2CC
5% | -2 | COc1cccc(N2CCN(C(=O)c3c(C)nn(-c4ccccc4)c3C)CC2)c1
? | nt | COCCn1c(SCc2nc3sc(C(=O)OC)c(C)c3c(=O)[nH]2)nc2ccccc21
? | nt | CCOc1ccc(OCC(=O)OC(C)C(=O)Nc2ccc(Cl)cn2)cc1 (stereo unspecified)
-14% | -13 | CCc1ccc(C(=O)COC(=O)c2ccc(-c3nnc(-c4ccccc4)o3)cc2)cc1
? | nt | Cc1ccc(S(=O)(=O)N2[C@@H](c3cccc(Cl)c3)C(C(=O)O)=CC[C@H]2c2ccc(Cl)c(Cl)c2)cc1
? | nt | Cc1nc2ccccc2n1CC(O)COCC1CC=CCC1 (stereo unspecified)

Single records, from the list above. Values in the order: Lipid storage S3 | Lipid storage S3 cell count max
CCOC(=O)C1=C(C)NC(C)=C(C(=O)OCCNC(=O)c2cccnc2)C1c1cccc([N+](=O)[O-])c1 (stereo unspecified) as listed: 10% | -1
CCC1=NN(C(=O)COc2ccccc2)C(O)(c2ccncc2)C1 (stereo unspecified) as listed: -5% | -11
Cc1nc(Oc2ccccc2)c2oc3ccccc3c2n1 as listed: ? | nt

3 successive compounds out of the list so far, for reference:
Lipid storage S3 | Lipid storage S3 cell count max | compound
? | nt | CN1C(=O)c2cccc(NC(=O)Cc3ccccc3)c2C1=O
? | nt | O=C(Nc1ccc(Br)cc1)c1csc(-c2ccncc2)n1
? | nt | Cc1nc(Oc2ccccc2)c2oc3ccccc3c2n1

Continuation:
Lipid storage S3 | Lipid storage S3 cell count max | compound
? | nt | CCC(=O)Nc1nnc(S(=O)(=O)N(CC)c2cc(C)cc(C)c2)s1
? | nt | Cc1ccc2oc(C(=O)N3CCN(CC(=O)NC(C)C)CC3)c(C)c2c1
-11% | 12 | CCCOc1ccc(C2C(C(=O)c3ccco3)=C(O)C(=O)N2CCN2CCOCC2)cc1OC (stereo unspecified)
12% | 18 | Brc1cc2c(cc1-c1nc3ccccc3s1)OCO2
2% | 1 | COc1ccc(CCN=C(N)NS(=O)(=O)c2ccc(F)cc2)cc1
? | nt | O=C1CCN(Cc2cccnc2)CCN1[C@H](CO)c1ccccc1
3% | -7 | O=C(O)C1Cc2ccccc2CN1C(=O)CSc1nnc2ccccn12 (stereo unspecified)
? | nt | COc1ccc(N2CCN(C(=O)/C=C/c3ccco3)CC2)cc1
? | nt | COc1cc(OC)cc(C(=O)N2CCN(C3CCN(Cc4ccccc4)CC3)CC2)c1
? | nt | CC1Oc2ccccc2C=C1/C=C1/SC(N2CCOCC2)=NC1=O (stereo unspecified)
10% | -2 | COc1cccc2c3c(c(C)nc12)CC(C)O3 (stereo unspecified)
? | nt | CCCCN(C(=S)Nc1cccc(C)c1C)c1c(N)n(CCC)c(=O)[nH]c1=O
? | nt | Cc1sc(-c2ccccn2)nc1OC(=O)c1ccc(Cl)c(Cl)c1
-19% | -2 | CCOC(=O)c1cc(C#N)c(Oc2ccccc2OC)nc1-c1ccccc1
7% | 3 | CCN(CC)C(=O)c1ccc(-c2cccs2)s1
? | nt | Cc1cccc(N(C(=O)CNC(=O)c2ccco2)C(C(=O)NC2CCCC2)c2cccnc2)c1 (stereo unspecified)
12% | 0 | CC(C)(C)n1ncc2c(=O)n(CC(=O)N3CCCc4ccccc43)cnc21
4% | -1 | O=C(c1ccc2c(c1)OCO2)C1CCCN(Cc2cn[nH]c2-c2cccc(F)c2)C1 (stereo unspecified)
? | nt | CCOC(=O)c1cnc(SCC(=O)c2ccc(Cl)cc2)nc1N
? | nt | COc1cc(NC2c3ccccc3C(=O)N2Cc2ccc3c(c2)OCO3)cc(OC)c1 (stereo unspecified)
1% | 24 | CC[N+]1(C)[C@@H]2CC[C@H]1CC(OC(=O)[C@H]1CCC(C(=O)OC3C[C@H]4CC[C@@H](C3)[N+]4(C)CC)(c3ccccc3)c3ccccc31)C2 (stereo partly specified)
? | nt | Cc1ccc(C(=O)N2CCN(c3ccc(NC(=O)c4cccs4)cc3)CC2)cc1
? | nt | Cc1ccc(NS(=O)(=O)c2cc(OCC(N)=O)c(C)cc2Cl)cc1
? | nt | CCOC(=O)c1nc(C)sc1-c1ccnn1S(=O)(=O)c1ccc(C)cc1
? | nt | Cc1cccc(N(CC(=O)NCc2ccc3c(c2)OCO3)C(=O)CCC(=O)Nc2ccccn2)c1C
? | nt | CCc1ccc2[nH]c(=O)c(CN(Cc3ccco3)S(=O)(=O)c3ccc4c(c3)OCCO4)cc2c1
? | nt | Cc1nn(-c2ccccc2)c(N2CCCC2)c1/C=N/O
? | nt | CCOc1ccc(C(=O)NCC(=O)OCc2cc([N+](=O)[O-])cc3c2OCOC3)cc1OCC
-1% | -12 | Cc1ccc(S(=O)(=O)N(C)C)cc1NC(=O)COC(=O)Cc1ccc(Br)cc1
? | nt | O=C(NCCCCCNC(=O)c1ccco1)c1ccco1
? | nt | Cc1ccc(C(=O)NC(=S)NNC(=O)c2ccccc2)cc1
6% | nt | COc1cccc(C(=O)Nc2nnc(S(=O)(=O)N(C)c3ccccc3)s2)c1
-11% | -4 | CCOc1ccccc1Nc1nc2ccccc2n1C(C)C
? | nt | COC(=O)CSc1nnc(-c2ccc(S(=O)(=O)N3CCC(C)CC3)cc2)o1
